Screening results deposited in PubChem BioAssay by National Center for Advancing Translational Sciences (NCATS).
Lipid storage S3: qHTS Assay for Lipid Storage Modulators in Drosophila S3 Cells; lipid storage change, negative = inhibition, % at the top dose, mostly 46.1 µM; hits show Potency in µM; actives 0.64% (n = 320,000); Drosophila S3 cells, BODIPY lipid droplet fluorescence, 18-24 h; cells fed with added oleic acid; active = well fitted inhibition curve with a large enough effect in the signal ratio, with a control signal flat, not every such curve was filed as active; inconclusive = small, poorly fitted or top-dose-only effect, or effect the other way, or a change in a side signal; the % refers to the signal ratio
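Drosophila S3 cells loaded with oleic acid (400 uM, as added) and compounds at several concentrations; lipid droplets imaged by 488-nm laser-scanning cytometry, 500–530 nm intensity and object ratio to cell channel. Percent activity normalized to 20 uM Triacsin C.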
Lipid storage S3 cell count max: also measured in Lipid storage S3; calls as there; cell number change, %; measured here: cell count max response;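 cells counted by Cell Tracker Red CMTPX staining in the red channel; peak over a dose series mostly up to 46.1 µM; percent activity relative to internal control wells on each plate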
* = called active by the depositor; i = inactive; ? = inconclusive; · = no result given; [ ] = dose if it differs, or a comment. % is set by controls: 0 for no effect and ±100 for the full control effect; potency is the fitted concentration of half-maximal effect.

Sequence of screens: Lipid storage S3 cell count max, Lipid storage S3
COc1cc2ncnc(N[C@H](C)c3ccccc3)c2cc1OC
  3, 1%
COc1ccc(C(=O)NCCc2nc3cc([N+](=O)[O-])ccc3n2C)cc1
  ·, ?
CCOCCOC(=O)C(C)Oc1ccc(Oc2ncc(Cl)cc2Cl)cc1 (configuration not stated)
  5, 6%
Cc1ccc(F)c(NC(=O)CCOc2ccccc2C)c1
  ·, ?
COc1cc(-c2cc(OC)c3c(C)oc(C)c3c(=O)c2)ccc1O
  ·, ?
CCOC(=O)N1CCN(S(=O)(=O)c2ccc(C(=O)N(CCN(C)C)c3nc4ccc(Cl)cc4s3)cc2)CC1
  6, i
Cc1ccc[n+](/C(C(=S)NCc2ccco2)=C(/[O-])c2ccccc2Cl)c1
  ·, ?
Cc1c2cnn(CC(=O)NC3CCCC3)c(=O)c2c(C)n1Cc1ccccc1
  ·, i
O=Cc1c(N2CCOCC2)nc2ccccn2c1=O
  8, 0%
N#C/C(=N\Nc1cccc2ccccc12)c1nnc2n1CCCCC2
  -7, -15%
CCc1ccc(NC(=O)NCCN2CCc3ccccc3C2)cc1
  -18, -13%
COc1ccc(C(=O)CN2C(=O)COc3ccccc32)cc1
  -3, 28%
CCc1cccc(NC(=S)N(CCOC)C(C)c2ccco2)c1 (configuration not stated)
  ·, ?
CC(=O)NC(CSC(CC(=O)c1ccco1)c1ccc(C)cc1)C(=O)O (configuration not stated)
  ·, ?
CCOc1ccccc1N1CCN(C(=O)NCc2ccc(F)cc2)CC1
  ·, ?
Cc1ccc2c(c1)c1c(n2CC(O)CN2CCOCC2)CCCC1 (configuration not stated)
  ·, ?
C=C(Br)Cn1c(CC)nc2ccccc21
  ·, ?
O=C(NCc1ccco1)c1cc2nc(-c3ccc4c(c3)OCO4)cc(C(F)(F)F)n2n1
  ·, ?
COCCNC(=O)c1ccc(NS(C)(=O)=O)cc1
  ·, ?
CSc1nc(-c2ccc(Cl)cc2)nn1S(=O)(=O)c1ccccc1
  -20, -11%
CC(C)n1c(N2CCN(CC(=O)Nc3ccc4c(c3)OCCO4)CC2)nc2ccccc21
  ·, ?
O=C(c1cccc(S(=O)(=O)Nc2cccc(C(F)(F)F)c2)c1)N1CCCCC1
  25, -3%
Cc1ccc(NC(=O)/C(=C\c2cccs2)NC(=O)c2ccccc2)cc1
  4, 20%
Cc1cc(/C=C(/C#N)c2nc3ccccc3[nH]2)c(C)n1-c1ccccc1C(=O)O
  -15, -1%
CCc1ccc(NC(=O)C(C)Sc2nnc(CN3CCCC3)o2)cc1 (configuration not stated)
  3, 10%
COC(=O)COc1ccc2c(c1)O/C(=C\c1ccco1)C2=O
  13, i
CC(C)(C)NC(=O)c1cccc2c1-c1ccccc1C2=O
  9, i
CC(C)C(=O)Nc1nnc(SCC(=O)N2C(C)CCCC2C)s1 (configuration not stated)
  ·, ?
COC(=O)c1c(C)[nH]c(C(=O)/C=C/c2ccc(C)cc2)c1C
  11, -1%
Oc1ccc(-c2ccccc2)cc1CN1CCCCCC1
  -9, 4%
O=C(N/N=C/c1ccoc1)c1cc(O)cc(O)c1
  ·, ?
COc1ccc(OC)c(NC(=O)C2C3CCC(C3=C(C)C)C2C(=O)O)c1 (configuration not stated)
  ·, ?
[O-][N+]1=c2ccc(Nc3ccccc3)cc2=NC12CCCCC2
  ·, ?
Cc1cc(/C=N/n2cnnc2)c(C)n1-c1ccc(OCc2ccc(Cl)cc2)cc1
  ·, ?
CCc1cc2c(=O)[nH]c(Cc3ccccc3)nc2s1
  ·, ?
CSCCC(NC(=O)c1ccccc1Cl)C(=O)NCC(c1cccs1)N(C)C (configuration not stated)
  ·, ?
COc1ccc(NC2=CC(=O)CC(c3ccccc3)C2)cc1 (configuration not stated)
  ·, ?
COc1ccc(-c2cc(C(F)(F)F)n3nc(C(=O)N4CCCCC4)cc3n2)cc1
  -12, -7%
CCOC(=O)N1CCN(C(=O)/C(=C/c2ccc(N(C)C)cc2)NC(=O)c2ccccc2)CC1
  ·, ?
CCCc1ccc2oc(C(=O)N3CCN(CCC(N)=O)CC3)c(C)c2c1
  ·, ?
CCCCCCCCNC(=O)/C(C#N)=C/c1ccc(SC)cc1
  6, 9%
COc1ccc(-c2nc(=S)c3ccc4ccccc4c3[nH]2)cc1
  ·, ?
CCOc1ccc(N(CC(=O)NC2CCCC2)C(=O)Cn2nnc(-c3ccc(C)o3)n2)cc1
  3, 24%
Cc1cc(C)n(-c2nc(-c3cccc(Cl)c3)cs2)n1
  ·, ?
c1ccc2c(NCCCN3CCOCC3)c3ccccc3nc2c1
  ·, ?
Cc1ccc(S(=O)(=O)ON2C(=O)c3ccccc3C2=O)c(C)c1
  ·, ?
CC(C)(C)/C=N/NC(=O)C1CC1
  ·, ?
Cc1ccc(OCCNC(=O)C2CC(=O)N(Cc3ccccc3)C2)cc1 (configuration not stated)
  ·, ?
O=C(c1ccc(NC2=NC3CS(=O)(=O)CC3S2)cc1)N1CCN(c2ccccc2)CC1 (configuration not stated)
  ·, ?
Cc1ccc(/C=N/NC(=O)c2cccnc2)s1
  5, 6%

Continuation:
Sequence of screens: Lipid storage S3 cell count max, Lipid storage S3
Cc1ccc(S(=O)(=O)N2[C@@H](c3ccccc3F)C(C(=O)O)=CC[C@H]2c2ccc(Cl)c(Cl)c2)cc1
  ·, ?
Nc1nonc1C(=O)NCCNCc1ccccc1
  11, 1%
CC(C)Oc1cccc(C(=O)N/N=C/c2coc3ccccc3c2=O)c1
  ·, ?
CC(NC(=O)c1ccccc1F)C12CC3CC(CC(C3)C1)C2 (configuration not stated)
  ·, ?
NC(=O)CC(NC(=O)Cc1cccc2ccccc12)c1ccc(N2CCC(Cc3ccccc3)CC2)c([N+](=O)[O-])c1 (configuration not stated)
  ·, ?
Cc1c(CCO)c(=O)n(C)n1C(=O)c1ccc(Cl)cc1
  1, -1%
Cc1ccc(S(=O)(=O)N2CCN(C)CC2)c2nsnc12
  21, i
COc1ccccc1C(=O)Oc1ccccc1C(=O)Nc1ccccc1
  -1, 0%
CCNCC(O)COCC(O)CNCC (configuration not stated)
  ·, ?
O=C(CC1C(=O)NCCN1Cc1cccc(C(F)(F)F)c1)NCCCOc1cccnc1 (configuration not stated)
  -3, i
O=c1[nH]c2cc(Br)cnc2nc1/C=C(\O)c1ccc(F)cc1
  ·, ?
COc1cc(OC)c(NC(=O)C2CCN(S(=O)(=O)c3ccc4c(c3)CC(C)N4C(C)=O)CC2)cc1Cl (configuration not stated)
  ·, ?
Cc1noc(C)c1C(=O)N(CC(=O)Nc1ccccc1Br)Cc1ccco1
  ·, ?
CCCCCCn1c(NCC)nc2c1c(=O)n(C)c(=O)n2C
  ·, ?
COc1ccc(CNC(=O)/C=C/c2ccc(OCCCF)cc2)cc1OC
  ·, ?
Cc1cc(C)nc(N(C#N)Cc2ccccc2Cl)n1
  18, 8%[9.22 µM]
CCCN(CCC)C(=O)c1cc2c(=O)[nH]c3ccc(C)cc3c2s1
  ·, 3%
CC(Oc1ccc2c(c1)oc(=O)c1ccccc12)C(=O)NCCN1CCOCC1 (configuration not stated)
  ·, ?
O=C(Nc1cccnc1)c1cc([N+](=O)[O-])ccc1Cl
  ·, ?
COc1ccccc1-c1cc(C(=O)N/N=C/c2sccc2C)c2ccccc2n1
  ·, ?
O=C(COc1ccccc1)OCC(=O)c1c[nH]c2ccccc12
  7, -2%
N[C@@H](Cc1ccc(O)cc1)c1nnc([C@H](CO)NC(=O)C2CCNCC2)o1
  6, 0%
Cc1cc(C(=O)N/N=C/c2ccc[nH]2)no1
  ·, ?
O=C(NCCOc1ccccc1F)C1CCC(=O)N(CC2CCCCC2)C1 (configuration not stated)
  8, -1%
Brc1ccc2[nH]c3c(N4CCc5ccccc5C4)ncnc3c2c1
  ·, ?
O=C(Nc1ccc2ncccc2c1)c1ccccc1Cl
  14, 2%
COC(=O)c1ccc(NC(=O)Nc2ccc(OC)cc2)cc1
  ·, ?
O=[N+]([O-])c1ccc(CNc2ccc(Cl)cc2)s1
  ·, ?
CCc1ccccc1NS(=O)(=O)c1ccc(OC)c2ncccc12
  ·, ?
COC(=O)[C@]1(C)CCC[C@@]2(C)C3CC[C@@]4(C)C[C@]3(CCC21)CC4=NO (some centres not stated)
  ·, ?
O=C(Cc1ccc(Cl)cc1)Nc1ccc(S(=O)(=O)N2CCOCC2)cc1
  ·, ?
Cc1cc(C)c(NC(=O)C(=O)NCc2ccco2)c(C)c1
  ·, ?
O=C(CCc1nnc(-c2ccc3c(c2)OCO3)o1)NC(c1cccnc1)C(F)(F)F (configuration not stated)
  1, -5%
CCOc1ccc(CCNC(=O)CSc2cc(=O)n(CC)c3ccccc23)cc1OCC
  ·, ?
CCN(CC)CCCN(Cc1cc2cc(OC)ccc2[nH]c1=O)C(=O)Nc1ccc(F)cc1
  ·, ?
O=C(CN(CCc1ccccc1)C(=O)CN1C(=O)COc2ccccc21)NCc1ccco1
  ·, ?
Cc1ccc2cccc(OCc3cccc([N+](=O)[O-])c3)c2n1
  -16, 15%
CCN(CC)CCCn1c2c(c(SCC(=O)Nc3ccc4c(c3)OCCO4)nc1=O)CCC2
  19, 23%
Clc1ccc(OCc2nn3c(-c4ccco4)nnc3s2)c(Cl)c1
  ·, ?
CCOC(=O)c1sc2nc(CC(=O)OC)nc(NCCN(CC)CC)c2c1C
  ·, ?
Cc1ccc(C(=O)OCC(=O)NCc2cc(C)c(O)c(C)c2)cc1S(=O)(=O)N1CCCCC1
  ·, ?
Cc1cccc(C(=O)Nc2ccccc2C(=O)Nc2ccc(C(=O)O)cc2)c1
  0, -23%
CC1=CC(=O)c2ccccc2C1=O
  ·, ?
CSc1nnc(CCNS(=O)(=O)c2ccccc2Br)n1C
  ·, ?
O=C(CSc1nc(-c2ccco2)cc(C(F)(F)F)n1)N1CCN(c2ccc(Cl)cc2)CC1
  ·, ?
CCn1c(=O)c(C(=O)NNS(=O)(=O)c2ccc(NC(=O)OC)cc2)c(O)c2ccccc21
  ·, ?
Cc1cccnc1NC(=O)c1c(O)c2cccc3c2n(c1=O)CCC3
  ·, ?
N#Cc1nc(-c2cccs2)oc1NCc1ccc2c(c1)OCO2
  ·, ?
Cc1occc1-c1nnc(SCC(=O)N(C)C)o1
  ·, ?
COc1ccc(Cc2nnc(NC(=O)c3ccc(F)cc3)s2)cc1OC
  -18, 27%

4 records drawn at random from the list so far, as already listed:
Sequence of screens: Lipid storage S3 cell count max, Lipid storage S3
Cc1cccnc1NC(=O)c1c(O)c2cccc3c2n(c1=O)CCC3
  ·, ?
N#Cc1nc(-c2cccs2)oc1NCc1ccc2c(c1)OCO2
  ·, ?
Cc1occc1-c1nnc(SCC(=O)N(C)C)o1
  ·, ?
COc1ccc(Cc2nnc(NC(=O)c3ccc(F)cc3)s2)cc1OC
  -18, 27%

(cont.)
Sequence of screens: Lipid storage S3 cell count max, Lipid storage S3
CCN(CC)CCCNC(=O)C1CCCN(c2nnc(N3CCCC3=O)s2)C1 (configuration not stated)
  -17*, 26µM*
COC(=O)Cn1c(=NC(=O)c2cccc(OC)c2)sc2cc(OC)ccc21
  -4, 21%
COc1ccc(C)cc1NC(=O)CN1CCN(CC(=O)Nc2ccccc2F)CC1
  ·, i
COc1ccc(C[C@H]2CN3C(=NC[C@@H]3Cc3ccccc3)N2CCNC(=O)CCC2CCCCC2)cc1
  -13, i
COc1ccc(S(=O)(=O)N2CCCCCC2)cc1C(=O)NCCc1ccccc1
  ·, ?
O=c1[nH]c2cc3c(cc2cc1CN(Cc1nnnn1C1CCCC1)C1CCCC1)OCCO3
  ·, ?
O=C(C1CCCN(S(=O)(=O)c2cccc3nonc23)C1)N1CCN(c2ccccc2Cl)CC1 (configuration not stated)
  ·, ?
CCC(=O)Nc1cccc(NC(=O)c2cccc([N+](=O)[O-])c2C)c1
  ·, ?
O=C(COC(=O)C1COc2ccccc2O1)Nc1cccc(S(=O)(=O)N2CCCCC2)c1 (configuration not stated)
  ·, ?
OC1C2(Cc3ccccc3)CN3CCN(C2)CC1(Cc1ccccc1)C3 (configuration not stated)
  ·, ?
Cc1noc(C)c1COc1ccccc1C(=O)NNC(=O)c1ccccc1
  ·, ?
O/N=C1\CCC\C1=C/c1ccco1
  0, -1%
Cc1ccc(OCCn2ccnc2)c([N+](=O)[O-])c1
  ·, ?
CCn1cc(Br)c(C(=O)NN)n1
  -6, 2%
COc1ccc(C(=O)N2CCCC(N3CCN(c4ccccc4OC)CC3)C2)c(OC)n1 (configuration not stated)
  ·, ?
O=C(c1ccco1)N1CCN(C(c2cccs2)c2sc3ncnn3c2O)CC1 (configuration not stated)
  ·, ?
O=C(Cc1ccc(Cl)cc1Cl)OCC(=O)N1CCN(C(=O)c2ccco2)CC1
  ·, ?
O=C(CCc1nc2ccccc2c(=O)[nH]1)N1CCN(S(=O)(=O)c2ccc(F)cc2)CC1
  ·, ?

Only part of the results is shown (hit frequency here may not be typical).
